# Bioassay records deposited in PubChem BioAssay by several laboratories.
# Phagocytosis inh: blocks phagocytosis by macrophages; J774A.1 macrophage IgG-bead phagocytosis, imaging; 0.07% of 110,000 active; inhibition, % at 5 µM;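 active = inhibition above the mean of the plate negative controls plus 5 SD, cut at about 13% in these data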;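 note: phagocytic index as fraction of beads internalized from green versus red external bead signal; plate controls were DMSO negative control for no effect and cytochalasin-D positive control for full effect; some results beyond the cut were filed as inactive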
# E-sel TNF inh: blocks E-selectin expression induced by TNF alpha; HUVEC TNFa-induced E-selectin immunofluorescence, high content; inhibition, % at 2 µM; 0.71% of 120,000 active; AID 1246;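 active = inhibition above the batch mean plus 3 SD, and confirmed as a hit on visual image review, cut at about 43% in these data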;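 note: 0% = TNF-stimulated DMSO wells and 100% = unstimulated control wells; not every result past the cut was called active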
# HCT116 bCat-KO: beta-catenin-lacking colon tumor cell growth suppression; HCT116 beta-catenin knockout viability, CellTiter-Glo, 60 h; active compounds read low; viability, % at 10 µM; 1.5% of 140,000 active; AID 818;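 active = viability at or under a set limit, the compound median less 4 SD, cut at about 6% in these data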;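 note: 0% = Hyamine 1622 control at 20 µM and 100% = untreated cell control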
# Measles CPE: protection of cells from measles virus | protection (pct of control), % at 4 µM | AID 841 | Measles virus-infected cells, CPE protection, absorbance | 1.5% of 140,000 active; in the data active = protection mostly above about 24%, no sharp cut-off; inactive = mostly below about 26%; note: some compounds called inactive have numbers as strong as hits
# PTEN del growth: growth suppressors of cells with PTEN tumor suppressor deletion | HCT116 PTEN-null viability, CellTiter-Glo, 60 h; active compounds read low | AID 827 | viability, % at 10 µM | 1.2% of 140,000 active;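 active = viability at or below a set limit, 4 SD under the median of all tested compounds, cut at about 3.7% in these data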;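 note: PTEN knockout HCT116 line with beta catenin targeted HCT116 as companion control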
# Yeast growth inh: chemicals that inhibit yeast BB579 growth in restrictive medium (lifespan-shortening candidates) | S. cerevisiae BB579 growth, OD615, 48 h | inhibition, % at 10 µM | 0.51% of 140,000 active;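 active = inhibition above a set limit, 3 SD over the mean compound inhibition, cut at about 44% in these data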; note: inactives centre near -24
#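 Test system: Saccharomyces cerevisiae DeaD strain BB579, replicative lifespan model yeast | Buffer or medium: Restrictive CSMM-D medium | Doses: One dose, 10 µM compound with 0.25% DMSO | Incubation: 48 h exposure, 30 °C | Detection: Culture absorbance at 615 nm | Control set: Amphotericin B at 10 µg/mL as positive control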
# Yeast life ext: extends the lifespan of yeast; inhibition of the nicotinamide effect, % at 10 µM; S. cerevisiae growth with nicotinamide, OD615; deaD strain in restrictive glucose medium; 0.68% of 130,000 active;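 active = inhibition above a set limit, placed 3 SD over the median of all compounds, cut at about 26% in these data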;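 note: 0% = nicotinamide-treated wells and 100% = cells grown without nicotinamide; some compounds called inactive have numbers as strong as hits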
#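 Measured by: optical density (absorbance) at 615 nm; System: modified budding yeast, DeaD strain; Medium: restrictive CSMM-D dextrose medium; Timing: 4 h preincubation then 48 h treatment at 30 °C.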
# NPY Y2 blocker: NPY-Y2 (human) receptor antagonism; inhibition, % at 2.7 µM; 0.99% of 140,000 active; NPY-Y2 expressing cells, antagonist mode; P49146; in the data active = inhibition above about 17%;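 note: 0% = vehicle with agonist challenge and 100% = reference antagonist with challenge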
# Target sequence (P49146 whole entry, looked up): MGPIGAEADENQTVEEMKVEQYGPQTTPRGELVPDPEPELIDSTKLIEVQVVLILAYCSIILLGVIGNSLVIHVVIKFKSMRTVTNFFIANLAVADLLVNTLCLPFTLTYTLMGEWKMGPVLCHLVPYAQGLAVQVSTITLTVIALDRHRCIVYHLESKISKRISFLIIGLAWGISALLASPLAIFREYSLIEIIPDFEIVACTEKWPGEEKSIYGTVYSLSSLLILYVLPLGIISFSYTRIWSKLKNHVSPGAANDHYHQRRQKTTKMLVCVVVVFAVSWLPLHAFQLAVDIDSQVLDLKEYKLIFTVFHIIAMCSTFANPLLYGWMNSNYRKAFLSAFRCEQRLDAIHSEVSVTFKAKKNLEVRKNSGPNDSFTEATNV
# MRP-1 activ: activators of MRP-1; 0.61% of 140,000 active; H69AR cells + doxorubicin, viability rescue, CellTiter-Glo; viability increase, % at 10 µM; AID 799;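 active = viability gain under doxorubicin at or above a set limit, the compound median plus 3 SD, cut at about 4.7% in these data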;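 note: MRP-1 overexpressing cells given doxorubicin 25 µM after compound pretreatment; 18-22 h compound pretreatment then 72 h with doxorubicin before readout; 0% = doxorubicin-only wells and 100% = vehicle-treated cells without doxorubicin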
# GALR2 blocker: antagonists of human galanin receptor 2 (GALR2). GALR2-expressing cells, antagonist mode. 0.39% of 140,000 active. AID 828. inhibition, % at 4 µM; in the data active = inhibition above about 27%;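 note: cells stimulated with galanin 1-16 at roughly its EC80; 0% = agonist challenge control and 100% = basal control without agonist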
# Target sequence (O43603 whole entry, looked up): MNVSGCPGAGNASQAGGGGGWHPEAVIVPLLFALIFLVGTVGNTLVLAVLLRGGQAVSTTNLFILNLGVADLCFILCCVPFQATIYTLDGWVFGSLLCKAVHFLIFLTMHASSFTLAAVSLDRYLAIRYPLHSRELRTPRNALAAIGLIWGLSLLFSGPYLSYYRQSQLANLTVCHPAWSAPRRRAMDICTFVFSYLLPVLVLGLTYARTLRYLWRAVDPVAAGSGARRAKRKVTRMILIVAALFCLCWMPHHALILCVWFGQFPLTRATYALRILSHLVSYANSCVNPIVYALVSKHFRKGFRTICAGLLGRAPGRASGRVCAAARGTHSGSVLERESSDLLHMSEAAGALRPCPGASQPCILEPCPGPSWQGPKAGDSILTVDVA
# The depositor's hits bear a star; . = not tested or not shown.
SMILES,Phagocytosis inh,E-sel TNF inh,HCT116 bCat-KO,Measles CPE,PTEN del growth,Yeast growth inh,Yeast life ext,NPY Y2 blocker,MRP-1 activ,GALR2 blocker
CC(=O)c1cccc(NC(=O)C2CCN(S(=O)(=O)c3ccc(C)cc3)CC2)c1,.,-14,87,9,81,-8,.,-3,0.7,3
O=C(C1CCCN1S(=O)(=O)c1cccc2cccnc12)N1CCn2c1nc1ccccc12 (configuration not stated),0,.,77,11,71,13,-8,0,-2.7,12
CCOC(=O)c1c(NC(=O)OC)sc2c1CCC2,0,-3,92,5,95,-5,-4,3,-1.7,4
Cc1ccc(N2CCCCn3c2nc2c3c(=O)[nH]c(=O)n2C)cc1,2,.,94,10,92,4,-6,2,-1.5,2
CCCNC(=S)N1CCN(C)CC1,-4,.,88,10,102,3,3,0,-2.6,-11
COc1ccccc1-c1cc(C(F)(F)F)nc(N2CCN(c3ccccc3)CC2)n1,.,0,92,8,81,-51,-10,3,-0.6,-7
COc1ccc(CNC(=O)COC(=O)c2ccc(OCc3c(C)noc3C)cc2)cc1OC,-11,.,79,6,88,-47,2,3,-2.8,0
O=C(Nc1ccccc1N1CCCC1)c1cccnc1Cl,.,12,89,11,101,-14,.,1,0.2,1
O=C(NCCN1CCCCC1)c1ccc2c(c1)OCCO2,.,.,82,6,86,-4,-14,1,-4.2,8
Cc1nnc(NC(=O)CSc2nc(C(C)C)nc3sc(C)c(C)c23)s1,-1,.,69,7,78,-46,4,1,-3.8,3
CN(C)S(=O)(=O)c1ccc(C(=O)NCCOc2ccc(F)cc2)cc1,3,15,104,1,92,12,2,-1,-0.5,-3
Cc1nnc(SCc2ccccc2)nc1/C=C/NOCc1ccc(Cl)cc1Cl,-1,1,92,4,84,-14,11,1,0.8,-2
COc1cccc(/C=C2\C(=O)C(=O)c3ccccc32)c1,-1,-12,92,16,100,-30,2,0,-2.3,13
COC(=O)CNC(c1ccccc1)c1cc(Cl)ccc1NC(=O)c1cccc(Cl)c1 (configuration not stated),-2,.,60,2,59,-46,1,28*,-3.8,-9
CCc1nnc(NC(=O)Nc2ccccc2OC)s1,-1,14,106,7,108,-3,-8,-2,1.3,-2
c1ccc(-c2csc(Nc3ncccn3)n2)cc1,.,.,66,2,69,-12,-2,-2,-0.2,-1
Cc1ccc(NC(=O)c2ccc(OC(=S)N3CCOCC3)cc2)cc1,-4,-26,101,4,92,-33,-11,-2,-2.7,4
Cc1cccc(Oc2cc([N+](=O)[O-])cc3c2C(=O)Nc2ccccc2O3)c1,.,-1,63,6,66,-17,3,2,-1.3,-7
COc1cc(NC(=O)c2onc(C)c2Cl)c(OC)cc1Cl,.,-21,95,10,87,-33,-7,3,-4.1,0
COc1ccc2c(CC(=O)Nc3cccc(S(=O)(=O)N4CCOCC4)c3)coc2c1,-10,.,85,26,92,-42,9,2,-0.3,7
CC(=O)NN1C(=O)c2ccccc2NC1c1ccccn1 (configuration not stated),-16,.,99,21,98,-23,1,3,-2.3,-4
O=CNC(Cc1ccccc1)C(=O)O (configuration not stated),0,-24,95,1,89,18,-7,-1,-0.7,6
NNC(=O)COc1ccc(F)cc1,-9,-1,97,9,103,-7,0,0,3.6,-5
Cc1sc2nc(COC(=O)C(NC(=O)c3ccc(Cl)cc3Cl)C(C)C)[nH]c(=O)c2c1C (configuration not stated),-3,.,85,8,93,-52,10,-2,-0.2,2
COc1ccccc1C(=O)Nc1sc2c(c1C(=O)NCc1ccco1)CCCC2,1,9,7,8,9,-40,-7,2,-2.9,-7

# 3 compounds already listed, sorted by heavy-atom count, smallest number first:
SMILES,Phagocytosis inh,E-sel TNF inh,HCT116 bCat-KO,Measles CPE,PTEN del growth,Yeast growth inh,Yeast life ext,NPY Y2 blocker,MRP-1 activ,GALR2 blocker
COc1cccc(/C=C2\C(=O)C(=O)c3ccccc32)c1,-1,-12,92,16,100,-30,2,0,-2.3,13
CC(=O)c1cccc(NC(=O)C2CCN(S(=O)(=O)c3ccc(C)cc3)CC2)c1,.,-14,87,9,81,-8,.,-3,0.7,3
COC(=O)CNC(c1ccccc1)c1cc(Cl)ccc1NC(=O)c1cccc(Cl)c1 (configuration not stated),-2,.,60,2,59,-46,1,28*,-3.8,-9

# Quoted from the listing:
# Result for CC(=O)NN1C(=O)c2ccccc2NC1c1ccccn1 (configuration not stated) under GALR2 blocker: -4
# Result for Cc1ccc(NC(=O)c2ccc(OC(=S)N3CCOCC3)cc2)cc1 under MRP-1 activ: -2.7

# (further entries)
SMILES,Phagocytosis inh,E-sel TNF inh,HCT116 bCat-KO,Measles CPE,PTEN del growth,Yeast growth inh,Yeast life ext,NPY Y2 blocker,MRP-1 activ,GALR2 blocker
CCN1C(=O)N(CC)C2C1N(C(C)=O)C(=O)N2C(C)=O (configuration not stated),.,-9,104,3,103,-14,-7,0,-0.5,1
Cc1cc(C(F)(F)F)nn1CC(=O)NCc1ccccc1,-2,14,102,22,105,8,-18,2,0.7,-7
CC(C)NC(=O)c1sc2nc3c(c(-c4cccs4)c2c1N)CN(C)CC3,0,1,88,6,92,-27,-15,2,-3.5,6
Cc1sc(-c2ccccn2)nc1OC(=O)c1cccc(Cl)c1Cl,-1,17,95,1,90,-40,-7,8,0.0,-2
O=C(NCc1ccco1)c1cc2nc(C3CC3)cc(C(F)(F)F)n2n1,-4,-30,103,6,93,-23,-24,6,-2.1,-13
CCOc1cc(-c2noc(N)c2C#N)cc(OCC)c1OCC,.,.,78,6,82,-38,-18,-1,-4.6,-2
O=C(Nc1ccc(Cl)cc1)Nc1nnc(CSCc2ccccc2)s1,-10,-42,82,9,90,-38,9,2,3.8,1
CCCCN(C)C(=S)Nc1ccc(Oc2ccccc2)cc1,0,.,87,17,92,7,-8,1,1.2,-2
Cc1cc(NC(=O)CN2CCN(c3ccc(O)cc3)CC2)no1,.,-5,23,33,58,-15,-5,1,-1.0,-8
COc1ccc2cc3[n+](cc2c1OC)CCc1cc2c(cc1-3)OCO2,.,.,42,2,31,-16,3,0,-1.1,9
CCC(C(=O)NC(C)(C)C)N(C(=O)Cn1nnc(-c2ccccc2F)n1)c1cccc2c1CCCC2 (configuration not stated),.,-42,79,6,67,-26,-29,-2,-1.5,4
Cc1cc2occ(CC(=O)NC3=NCCS3)c2cc1C(C)C,-1,15,95,19,103,-40,-5,5,-0.8,-3
N#Cc1c(Nc2ccccc2)sc(C(=O)c2ccccc2)c1N,0,-5,93,68*,83,-42,-22,0,-2.9,1
COC(=O)c1cc(Br)ccc1-c1ccc(/C=N/n2nnnc2N)o1,1,-5,80,10,85,-49,-8,4,1.2,1
CCSc1nc2sc3c(c2c(=O)[nH]1)CC(C)(CC)OC3 (configuration not stated),.,-8,97,21,100,-13,-6,0,-1.0,5
O=C(N/N=C/c1ccc(N2CCOCC2)o1)c1cccc([N+](=O)[O-])c1,-4,20,96,17,89,-44,-3,2,-2.5,-19
CCOc1ccccc1N(CC)C(=O)Cn1ncc2c(=O)oc3ccccc3c21,.,12,81,0,96,-12,-6,0,-2.2,-2
CCOC(=O)Cn1nc(C)n(-c2ccc(C(C)(C)C)cc2)c1=O,.,3,106,19,104,-32,-19,0,-2.9,-5
Cc1[nH]nc2ncc(C(=O)c3cc(Cl)cc(Cl)c3O)cc12,0,-22,90,4,97,-38,-5,4,0.3,-8
CCCCN(C)CCn1c(=S)[nH]c2ncccc2c1=O,0,-29,101,3,97,-31,-10,4,0.1,32*
CCn1cc(NC(=O)Nc2ccc(OC)c(OC)c2)c(C(N)=O)n1,.,-14,92,1,96,-26,.,1,1.5,0
Cc1ccc(C(=O)CSc2nnc(Cn3nnc4ccccc43)n2C)cc1,-2,.,59,22,54,-58,5,4,0.0,2
Cc1nnc2sc(SCc3ccccc3)nn2c1=O,-10,.,90,10,103,-14,-1,1,-0.9,-10
O=C(Cc1ccccc1)Nc1nc(-c2cccs2)cs1,1,19,90,62*,82,-32,-12,0,-0.2,0
CCN=C1SC(C(=O)NCCc2ccccc2)CC(=O)N1CC (configuration not stated),3,.,98,12,103,-23,-13,2,-1.8,-3

# Rewritten as tab-separated lines: part of the list above.
SMILES	Phagocytosis inh	E-sel TNF inh	HCT116 bCat-KO	Measles CPE	PTEN del growth	Yeast growth inh	Yeast life ext	NPY Y2 blocker	MRP-1 activ	GALR2 blocker
CCCCN(C)C(=S)Nc1ccc(Oc2ccccc2)cc1	0	.	87	17	92	7	-8	1	1.2	-2
Cc1cc(NC(=O)CN2CCN(c3ccc(O)cc3)CC2)no1	.	-5	23	33	58	-15	-5	1	-1.0	-8
COc1ccc2cc3[n+](cc2c1OC)CCc1cc2c(cc1-3)OCO2	.	.	42	2	31	-16	3	0	-1.1	9
CCC(C(=O)NC(C)(C)C)N(C(=O)Cn1nnc(-c2ccccc2F)n1)c1cccc2c1CCCC2 (configuration not stated)	.	-42	79	6	67	-26	-29	-2	-1.5	4

# Back to the main list; the three compounds before the break are reprinted first.
SMILES,Phagocytosis inh,E-sel TNF inh,HCT116 bCat-KO,Measles CPE,PTEN del growth,Yeast growth inh,Yeast life ext,NPY Y2 blocker,MRP-1 activ,GALR2 blocker
Cc1nnc2sc(SCc3ccccc3)nn2c1=O,-10,.,90,10,103,-14,-1,1,-0.9,-10
O=C(Cc1ccccc1)Nc1nc(-c2cccs2)cs1,1,19,90,62*,82,-32,-12,0,-0.2,0
CCN=C1SC(C(=O)NCCc2ccccc2)CC(=O)N1CC (configuration not stated),3,.,98,12,103,-23,-13,2,-1.8,-3
O=[N+]([O-])c1ccc(-c2ccc(/C=N/c3c(-c4ccco4)nc4ccccn34)o2)c(Cl)c1,0,-25,88,5,101,-57,-16,2,-0.1,-3
Cc1ccc(NC(=O)c2c([N+](=O)[O-])c(C(C)(C)C)nn2C)c(C)c1,-2,.,86,14,80,-26,6,-1,1.9,-7
COC(=O)c1ccccc1NC(=O)CSc1nc(O)cc(=O)n1C1CCCC1,0,.,96,6,95,-22,-8,2,-1.0,-10
O=C1C2C3C=CC(C3=C(c3ccccc3)c3ccccc3)C2C(=O)N1CCO (configuration not stated),1,17,97,5,98,-20,-12,6,-0.9,-6
COCCN(C(=O)CCCC(=O)Nc1ccccn1)C(C(=O)NC1CCCCC1)c1ccc(C)cc1 (configuration not stated),1,.,94,15,98,-32,11,8,-1.3,-9
Cc1cccc(-c2cc3nc4c(c(N5CCCC(O)C5)n3n2)CCC4)c1 (configuration not stated),1,.,73,15,73,-64,-19,0,-1.1,6
CCOc1ccccc1N(CC(=O)NC1CCCCC1)S(C)(=O)=O,0,-18,95,5,93,-13,-3,1,-0.9,1
Cc1ccc2c(c1)c1ncnc(N3CCC4(CC3)OCCO4)c1n2C,-2,0,80,3,72,-10,-14,6,-5.0,10
CC(=O)Nc1ccc(N2C(=O)C3C4CC(=O)C(c5ccccc54)C3C2=O)cc1 (configuration not stated),0,-61,94,9,90,-3,-11,4,-0.1,0
O=C(OCC(=O)N1CCN(c2ccccc2)CC1)c1ccc2ccccc2n1,.,.,92,6,101,-26,-11,3,-2.5,11
O=C(NCCCn1ccnc1)C(=O)NCC1OCCN1S(=O)(=O)c1ccc(F)cc1 (configuration not stated),.,-16,86,3,93,-6,1,1,0.8,13
